Source: PubChem (several laboratories)
IDE act – boosts human insulin-degrading enzyme activity in HEK cells; P14735; FAbeta-B cleavage, fluorescence polarization; 0% vehicle, 100% cell-free pure enzyme wells; activation, % at 5.96 µM; hit rate 0.073% among 340,000; AID 493087;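 active means activation above the mean of all tested compounds plus 3 SD, set per screening campaign, cut at about 17% in these data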
Target sequence (P14735 whole entry, looked up): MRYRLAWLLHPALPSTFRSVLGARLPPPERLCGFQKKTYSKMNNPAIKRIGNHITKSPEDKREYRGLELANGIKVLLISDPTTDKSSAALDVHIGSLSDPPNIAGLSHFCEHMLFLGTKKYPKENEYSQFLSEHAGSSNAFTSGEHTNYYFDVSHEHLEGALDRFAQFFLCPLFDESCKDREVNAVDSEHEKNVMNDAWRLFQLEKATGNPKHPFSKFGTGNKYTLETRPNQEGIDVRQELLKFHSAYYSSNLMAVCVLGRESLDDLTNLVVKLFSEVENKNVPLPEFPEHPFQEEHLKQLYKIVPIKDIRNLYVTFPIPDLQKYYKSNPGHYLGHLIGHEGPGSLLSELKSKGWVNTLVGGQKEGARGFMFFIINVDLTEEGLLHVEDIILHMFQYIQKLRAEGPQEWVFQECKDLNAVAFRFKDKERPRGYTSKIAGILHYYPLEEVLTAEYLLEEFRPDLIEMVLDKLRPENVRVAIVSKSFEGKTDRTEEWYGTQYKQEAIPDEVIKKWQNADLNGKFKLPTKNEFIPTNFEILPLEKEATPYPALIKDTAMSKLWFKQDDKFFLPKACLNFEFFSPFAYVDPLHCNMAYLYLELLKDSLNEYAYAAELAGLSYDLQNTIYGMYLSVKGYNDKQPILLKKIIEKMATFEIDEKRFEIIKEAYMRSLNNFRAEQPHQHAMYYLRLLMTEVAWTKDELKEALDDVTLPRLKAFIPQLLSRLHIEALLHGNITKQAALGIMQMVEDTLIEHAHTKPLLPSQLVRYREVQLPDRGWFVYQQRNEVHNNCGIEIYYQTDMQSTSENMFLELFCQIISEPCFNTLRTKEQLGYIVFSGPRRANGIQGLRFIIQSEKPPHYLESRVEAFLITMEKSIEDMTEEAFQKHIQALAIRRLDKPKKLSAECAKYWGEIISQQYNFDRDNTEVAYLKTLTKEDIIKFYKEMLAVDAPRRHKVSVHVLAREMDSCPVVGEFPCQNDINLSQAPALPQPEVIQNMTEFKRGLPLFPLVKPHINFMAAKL
IDE cell inh – cellular human IDE inhibition | AID 434962 | hit rate 0.41% among 320,000 | inhibition, % at 5.59 µM | HEK cells, FAbetaB cleavage, fluorescence polarization;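 active means percent inhibition above the average of all tested compounds plus 3 SD, set per screening campaign, cut at about 16% in these data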;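 further: IDE supplied by intact live HEK cells; FP after avidin binding of uncleaved biotin substrate so inhibition keeps polarization high; 0% = DMSO wells and 100% = 60 µM reference IDE inhibitor Ii1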
CRFR2-BP antag – antagonists of CRF-binding protein/CRF-R2 receptor complex; HEK293 CRF-R2/CRF-BP, CRF-induced calcium fluorescence; inhibition, % at 11.8 µM; hit rate 0.59% among 350,000;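 active means inhibition of the ligand-induced calcium signal above about 50% at the single tested concentration, limit read from the data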
GalR3 antag – blocks the human galanin receptor 3; O60755; HEK293 GalR3-CNG cAMP membrane potential fluorescence; galR3 body fused to GalR1 C-terminus; inhibition, % at 3 µM; hit rate 0.44% among 360,000;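 active means inhibition above the screen-wide average plus 3 SD, cut at about 13% in these data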;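 further: forskolin and galanin both at EC90 stimulate the cells; cAMP rise reported by CNG channel membrane potential dye signal; 0% = forskolin plus galanin with DMSO and 100% = forskolin alone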
NS3 helicase inh – inhibitors of Hepatitis C virus NS3 helicase; hit rate 0.56% among 290,000; NS3 helicase DNA unwinding, Cy5 molecular beacon fluorescence; inhibition, % at 10.9 µM; AID 1800;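 active means inhibition above the mean of all tested compounds plus 3 SD, set per campaign, cut at about 35% in these data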;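 further: 0% = DMSO wells and 100% = thioflavine S control wells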
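test system = hepatitis C virus NS3 helicase domain fragment enzyme | reagent = annealed dual-labelled DNA beacon duplex, ATP-started | times = 1 h at 25 °C | detection = Cy5 fluorescence, 0 and 60 min reads | read-out basis = percent inhibition from t60/t0 fluorescence ratio | control set = DMSO and thioflavine S | replication = one well per compound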
IMP-1 inh – blocks Pseudomonas aeruginosa IMP-1 metallo-beta-lactamase. purified IMP-1, nitrocefin hydrolysis, epi-absorbance fluorescence. inhibition, % at 5.6 µM. hit rate 0.45% among 290,000. AID 1556;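 active means inhibition above the mean plus 3 SD of all compounds in the same screening run, cut at about 4.5% in these data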;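 further: 0% = IMP-1 with DMSO and 100% = DMSO wells lacking enzyme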
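Test system: recombinant IMP-1 enzyme, purified / Medium: HEPES buffer pH 7.1 with ZnSO4 and Brij 35 / Doses: single dose, 5.6 µM / Times: 25 °C, 15 min preincubation, 25 min reaction / Detection: Epi-absorbance via hydrolysed-nitrocefin quenching of white-plate fluorescence, 480/530 nm, EDTA stop / Evaluation: percent inhibition from optical density relative to buffer-blank wells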
SUMO HTRF inh – inhibitors of human SUMOylation (UBC9); P63279; HTRF SUMOylation assay, SAE1/SAE2 + UBC9, in vitro; inhibition, % at 35 µM; hit rate 0.36% among 290,000; in the data active means inhibition above about 50%, passing the limit was not always enough; further: strong numbers were not always called active
VIM-2 inh – inhibitors of Pseudomonas aeruginosa VIM-2 metallo-beta-lactamase; AID 1527; hit rate 0.89% among 290,000; inhibition, % at 5.6 µM; purified VIM-2, nitrocefin hydrolysis, epi-absorbance fluorescence;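 active means inhibition above the mean of all tested compounds plus 3 SD, cutoff set per screening run, cut at about 7.5% in these data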;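 further: red hydrolysis product quenches plate fluorescence so inhibitors raise well fluorescence; 0% = enzyme with DMSO and 100% = DMSO without enzyme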
pCIP destab – p/CIP protein destabilization. AID 1984. Q05BA5. F442A p/CIP-EGFP cells, EGFP fluorescence, 16 h. decrease of EGFP signal, % at 10 µM. hit rate 0.01% among 290,000;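 active means EGFP signal decrease of at least 30% at 10 µM or well 3 SD below plate mean, unless failing retest; inactive means the rest, including hits failing retest or dose response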; further: some compounds called inactive have numbers as strong as hits; many of its hits are not listed in these tables
Numbers without * were called inactive. Rows were taken by chance; overall some 3.2% were active at least once.

How did CCOC(=O)C1=C(N)N(c2ccccc2)C(=O)C1 do in these assays?
IDE act: -4; IDE cell inh: 2; CRFR2-BP antag: 13; GalR3 antag: 0; NS3 helicase inh: 4; IMP-1 inh: -4.1; SUMO HTRF inh: 15; VIM-2 inh: -3.1; pCIP destab: -17

How did Cc1ccc(C(=O)O[C@H](C(=O)O)[C@H](OC(=O)c2ccc(C)cc2)C(=O)O)cc1 do in these assays?
IDE act: 1; IDE cell inh: -3; CRFR2-BP antag: -6; GalR3 antag: -10; NS3 helicase inh: 5; IMP-1 inh: -2.4; SUMO HTRF inh: 16; VIM-2 inh: -2.9; pCIP destab: 6

Results for COc1ccc(/C=N/NC(=O)c2ccc(NC(C)=O)cc2)cc1COc1ccc(F)cc1F ?
IDE act: 1; IDE cell inh: 3; CRFR2-BP antag: -4; GalR3 antag: -10; NS3 helicase inh: 0; IMP-1 inh: -4.1; SUMO HTRF inh: 35; VIM-2 inh: 0.3; pCIP destab: -1

How did CCOC(=O)N1CCN(S(=O)(=O)c2ccc3c(c2)OCC(=O)N3)CC1 do in these assays?
IDE act: 4; IDE cell inh: -2; CRFR2-BP antag: -14; GalR3 antag: -1; NS3 helicase inh: 3; IMP-1 inh: -0.3; SUMO HTRF inh: 20; VIM-2 inh: -1.0; pCIP destab: -4

How did CN(C)C(=O)Nc1ccccc1 do in these assays?
IDE act: -6; IDE cell inh: -4; CRFR2-BP antag: 1; GalR3 antag: -2; NS3 helicase inh: 0; IMP-1 inh: 0.3; SUMO HTRF inh: 0; VIM-2 inh: -2.1; pCIP destab: -11

What do the screens show for `COc1cc(CCC(=O)Nc2ccc(S(=O)(=O)N3CCOCC3)cc2)cc(OC)c1OC`?
IDE act: 6; IDE cell inh: 4; CRFR2-BP antag: -11; GalR3 antag: -5

What do the screens show for `O=C(N/N=C1\CC(c2ccccc2)Oc2ccccc21)c1cccnc1` (centres undefined)?
IDE act: -2; IDE cell inh: -10; CRFR2-BP antag: -19; GalR3 antag: -5; NS3 helicase inh: 3; IMP-1 inh: -1.1; SUMO HTRF inh: -2; VIM-2 inh: -5.0; pCIP destab: 1

What do the screens show for `Cc1ccc(Oc2ccc(NC(=O)C3=CC=CN4CCS(=O)(=O)N=C34)cc2)cc1`?
IDE act: -2; IDE cell inh: 4; CRFR2-BP antag: 0; GalR3 antag: 2

How did CN1CCN(c2oc(COc3ccc(-c4ccccc4)cc3)nc2C#N)CC1 do in these assays?
IDE act: -12; IDE cell inh: 5; CRFR2-BP antag: -21; GalR3 antag: 2; NS3 helicase inh: -85; IMP-1 inh: 2.5; SUMO HTRF inh: -7; VIM-2 inh: 5.1; pCIP destab: -6

What do the screens show for `COc1ccc(Br)cc1C(=O)Nc1ccc(N2CCCC2)cc1`?
IDE act: 2; IDE cell inh: 3; CRFR2-BP antag: -17; GalR3 antag: -6; NS3 helicase inh: -14; IMP-1 inh: 1.1; SUMO HTRF inh: 6; VIM-2 inh: -1.2; pCIP destab: -1

Results for O=C(NCCc1ccc(Cl)cc1)C1CCCN(S(=O)(=O)c2cnc[nH]2)C1 (centres undefined) ?
IDE act: -1; IDE cell inh: -2; CRFR2-BP antag: 8; GalR3 antag: 5; NS3 helicase inh: -11; IMP-1 inh: -0.1; SUMO HTRF inh: -6; VIM-2 inh: 0.8; pCIP destab: 0

How did CCCCn1cnc2cc(NCc3cccc(OC)c3O)ccc21 do in these assays?
IDE act: 7; IDE cell inh: -5; CRFR2-BP antag: -8; GalR3 antag: -4; NS3 helicase inh: -9; IMP-1 inh: 1.0; SUMO HTRF inh: 12; VIM-2 inh: 1.1; pCIP destab: 1

What do the screens show for `Cc1c(NC(=O)c2ccco2)c(=O)n(-c2ccccc2)n1C`?
IDE act: 5; IDE cell inh: -2; CRFR2-BP antag: 2; GalR3 antag: -7; NS3 helicase inh: -8; IMP-1 inh: -2.6; SUMO HTRF inh: 11; VIM-2 inh: -1.5; pCIP destab: -6

How did COc1ccccc1NC(=O)NCc1ccc(C)n1C do in these assays?
IDE act: 1; IDE cell inh: 1; CRFR2-BP antag: 11; GalR3 antag: -5; NS3 helicase inh: 17; IMP-1 inh: 2.1; SUMO HTRF inh: 18; VIM-2 inh: 11*; pCIP destab: -6

How did N=C1C=CC=C2C1=NC1(CCCCC1)N2O do in these assays?
IDE act: 5; IDE cell inh: 1; CRFR2-BP antag: -4; GalR3 antag: -2; NS3 helicase inh: 9; IMP-1 inh: -2.5; SUMO HTRF inh: 23; VIM-2 inh: -1.9; pCIP destab: -2

How did CC(C(=O)Nc1cccc(S(=O)(=O)N2CCOCC2)c1)N1CCN(C/C=C/c2ccccc2)CC1 (centres undefined) do in these assays?
IDE act: -7; IDE cell inh: 10; CRFR2-BP antag: -7; GalR3 antag: -5; NS3 helicase inh: -3; IMP-1 inh: -3.2; SUMO HTRF inh: -10; VIM-2 inh: -7.6; pCIP destab: 6

What do the screens show for `C[C@H](CO)N1C[C@H](C)[C@H](CN(C)C)Oc2ccc(NS(=O)(=O)c3ccc(F)cc3)cc2CC1=O`?
IDE act: 4; IDE cell inh: 0; CRFR2-BP antag: 7; GalR3 antag: -3

What do the screens show for `CC(C(=O)Nc1ccc(N2CCOCC2)cc1)N1C(=O)c2ccccc2C1=O` (centres undefined)?
IDE act: -2; IDE cell inh: 7; CRFR2-BP antag: 0; GalR3 antag: -4; NS3 helicase inh: 4; IMP-1 inh: -1.9; SUMO HTRF inh: 0; VIM-2 inh: -2.4; pCIP destab: -3

Results for CC1CC(C)CN(CC(O)COc2ccc3c(c2)CCC3)C1 (centres undefined) ?
IDE act: 6; IDE cell inh: -3; CRFR2-BP antag: -5; GalR3 antag: -6; NS3 helicase inh: -3; IMP-1 inh: -3.2; SUMO HTRF inh: -8; VIM-2 inh: -3.8; pCIP destab: -2

Results for O=C(NNC(=O)c1ccccc1[N+](=O)[O-])c1ccco1 ?
IDE act: 9; IDE cell inh: -5; CRFR2-BP antag: -24; GalR3 antag: 2; NS3 helicase inh: 1; IMP-1 inh: -3.2; SUMO HTRF inh: 4; VIM-2 inh: 1.6; pCIP destab: -3

How did O=C(CN(C(=O)CNC(=O)c1cccs1)c1ccccc1F)NC1CCCCC1 do in these assays?
IDE act: -1; IDE cell inh: 2; CRFR2-BP antag: -16; GalR3 antag: -11; NS3 helicase inh: -1; IMP-1 inh: -3.8; SUMO HTRF inh: -1; VIM-2 inh: -1.7; pCIP destab: -7

Results for O=C(Cc1ccc(F)cc1)OCC(=O)c1cc2ccccc2o1 ?
IDE act: 2; IDE cell inh: 6; CRFR2-BP antag: -19; GalR3 antag: -3; NS3 helicase inh: -1; IMP-1 inh: -3.3; SUMO HTRF inh: 14; VIM-2 inh: -1.6; pCIP destab: 5

What do the screens show for `CC(=O)N1CCN(CC(=O)Nc2cc([N+](=O)[O-])ccc2Cl)CC1`?
IDE act: 0; IDE cell inh: 1; CRFR2-BP antag: -7; GalR3 antag: 5; NS3 helicase inh: -1; IMP-1 inh: -1.4; SUMO HTRF inh: 2; VIM-2 inh: -3.4; pCIP destab: 8

Results for COCCCN(C(=O)CSCC(=O)Nc1cccc(C)c1)c1c(N)n(Cc2ccccc2)c(=O)[nH]c1=O ?
IDE act: 2; IDE cell inh: -7; CRFR2-BP antag: 3; GalR3 antag: 1

Overlap with the part before: 2 compounds, followed by the next part.
What do the screens show for `CC(=O)N1CCN(CC(=O)Nc2cc([N+](=O)[O-])ccc2Cl)CC1`?
IDE act: 0; IDE cell inh: 1; CRFR2-BP antag: -7; GalR3 antag: 5; NS3 helicase inh: -1; IMP-1 inh: -1.4; SUMO HTRF inh: 2; VIM-2 inh: -3.4; pCIP destab: 8

Results for COCCCN(C(=O)CSCC(=O)Nc1cccc(C)c1)c1c(N)n(Cc2ccccc2)c(=O)[nH]c1=O ?
IDE act: 2; IDE cell inh: -7; CRFR2-BP antag: 3; GalR3 antag: 1

What do the screens show for `CCOc1ccc(N(CC(=O)NC(C)(C)C)C(=O)c2ccco2)cc1`?
IDE act: 5; IDE cell inh: 4; CRFR2-BP antag: 21; GalR3 antag: 4; NS3 helicase inh: 9; IMP-1 inh: -3.0; SUMO HTRF inh: 18; VIM-2 inh: -4.2; pCIP destab: -8

Results for COc1cc(/C=N/NC(=O)C(=O)NCc2cccnc2)ccc1O ?
IDE act: -5; IDE cell inh: 7; CRFR2-BP antag: -34; GalR3 antag: -2; NS3 helicase inh: -3; IMP-1 inh: -2.3; SUMO HTRF inh: 0; VIM-2 inh: -3.5; pCIP destab: -13

Results for COC(=O)c1cc(OC)c(OC)cc1NC(=S)NC(=O)c1ccco1 ?
IDE act: 7; IDE cell inh: 8; CRFR2-BP antag: 29; GalR3 antag: 2; NS3 helicase inh: -8; IMP-1 inh: -1.2; SUMO HTRF inh: 9; VIM-2 inh: -0.5; pCIP destab: 4

What do the screens show for `CCN(CC(=O)Nc1ccc2c(c1)OC(F)(F)O2)Cc1nc2ccccc2c(=O)[nH]1`?
IDE act: 2; IDE cell inh: 0; CRFR2-BP antag: -6; GalR3 antag: 1; NS3 helicase inh: -1; IMP-1 inh: -1.0; SUMO HTRF inh: 3; VIM-2 inh: -3.0; pCIP destab: -4

Results for COc1ccc(N2C(=O)CC(N3CCN(c4ccc(C(=O)c5cccnc5)cc4)CC3)C2=O)cc1 (centres undefined) ?
IDE act: 2; IDE cell inh: 2; CRFR2-BP antag: 3; GalR3 antag: -3; NS3 helicase inh: -12; IMP-1 inh: -2.4; SUMO HTRF inh: -27; VIM-2 inh: -2.0; pCIP destab: -1

How did Cc1cnc(CNC(=O)c2ccc3oc(Cc4ccccc4)nc3c2)[nH]1 do in these assays?
IDE act: 5; IDE cell inh: 0; CRFR2-BP antag: -14; GalR3 antag: -6; NS3 helicase inh: -10; IMP-1 inh: 0.2; SUMO HTRF inh: 19; VIM-2 inh: -0.9; pCIP destab: 7

Results for Cc1nn(-c2ccccc2)c(N)c1C1(O)C(=O)Nc2ccc([N+](=O)[O-])cc21 (centres undefined) ?
IDE act: 9; IDE cell inh: -3; CRFR2-BP antag: -14; GalR3 antag: 2; NS3 helicase inh: 6; IMP-1 inh: -2.1; SUMO HTRF inh: 9; VIM-2 inh: -1.6; pCIP destab: -10

Results for COc1ccc(C2C(C(=O)c3sc(C)nc3C)=C(O)C(=O)N2CCCn2ccnc2)cc1 (centres undefined) ?
IDE act: 1; IDE cell inh: -2; CRFR2-BP antag: 1; GalR3 antag: -5

How did COc1cccc(S(=O)(=O)NCc2ccc(C(=O)N3CCN(Cc4ccccc4)CC3)cc2)c1 do in these assays?
IDE act: 0; IDE cell inh: -5; CRFR2-BP antag: 0; GalR3 antag: 0; NS3 helicase inh: -13; IMP-1 inh: 0.2; SUMO HTRF inh: 0; VIM-2 inh: 1.8; pCIP destab: -23
